# Screening results: PubChem BioAssay, Broad Institute
# BL2 CD40 inh: inhibitors of CD40-induced NF-kB signaling, primary screen, BL2 cells, luciferase reporter, single point; inhibition, % at 10 µM; CD40L-induced, 4 h; hit rate 0.94% among 83,000;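 active = mean inhibition of at least 50% with a set share of replicates also reaching that level; inconclusive = no clear call, values can overlap the other calls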;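 note: 0% = neutral control wells and 100% = IKK inhibitor VII at 50 µM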
# Numbers without * were called inactive; ? = inconclusive; [ ] = another dose, or the depositor's remark. Some of the compounds tested; rates above refer to the full screens.
SMILES,BL2 CD40 inh
O=C(Nc1nc2cc3c(cc2s1)OCCO3)c1ccncc1,-63
COc1ccc(NC(=O)CN(C)CC(=O)N(C)C2(C#N)CCC(C)CC2)cc1 (stereo unspecified),-6
CCOC(=O)c1c(C)[nH]c(C(=O)OC)c1CCC(=O)OC,-3
Cc1c(C(=O)O)oc2ccc(S(=O)(=O)N3CCCC3)cc12,7
COc1cc([C@@H]2c3cc4c(cc3[C@H](O)[C@H]3COC(=O)[C@H]23)OCO4)cc(OC)c1OC,25
CC(=O)NCCNc1nc2c(-c3ccccc3)nnn2c2ccccc12,3
CCS(=O)(=O)N1Cc2ccccc2CC1C(=O)NCCc1c[nH]c2ccccc12 (stereo unspecified),3
Cc1oc(-c2ccccc2)cc1C(=O)NC1CCN(Cc2ccccc2)CC1,9
Cc1ccc(S(=O)(=O)NCc2ccc(C(=O)NC3CC3)cc2)cc1,5
COc1ccc(N2CCN(CCC(O)c3ccc4ccccc4c3)CC2)cc1 (stereo unspecified),5
O=C1C(Cl)=C(NCCc2ccccc2)C(=O)c2ccccc21,-22
O=C(NCC(c1ccco1)N1CCCCC1)c1cccc(S(=O)(=O)Nc2ccc(F)cc2)c1 (stereo unspecified),3
O=C(CCNS(=O)(=O)c1ccc(F)cc1)N1CCN(c2ncccn2)CC1,11
CC(C)N(C(=O)COC(=O)[C@H](C)NC(N)=O)c1ccccc1,11
CC1CN(C(=O)c2cccs2)CCN1C(=O)c1cccs1 (stereo unspecified),8
COCC(=O)N1C[C@@H](C)[C@@H](OC)CN(C)C(=O)c2ccc(NC(=O)Nc3cccc(F)c3)cc2OC[C@@H]1C,-4[25 µM]
C[C@@H]1CCCCO[C@@H](CN(C)C(=O)CCC(F)(F)F)[C@@H](C)CN([C@H](C)CO)C(=O)c2cc(NC(=O)C3CCCCC3)ccc2O1,-2[25 µM]
Cn1cc(CN2CCN(c3cnccn3)CC2)c(-c2cccc(Cl)c2)n1,0
Cn1c(=O)n(CCc2ccccc2)c(=O)c2c1nc1n2CCCN1c1ccccc1,-3
COc1ccc(C#Cc2ccc([C@H]3[C@@H](CO)N4CCCCN(C(=O)c5ccncc5)C[C@@H]34)cc2)cc1,-19[25 µM]

# Among those listed so far, 6 contain four or more nitrogen atoms:
SMILES,BL2 CD40 inh
COc1ccc(NC(=O)CN(C)CC(=O)N(C)C2(C#N)CCC(C)CC2)cc1 (stereo unspecified),-6
CC(=O)NCCNc1nc2c(-c3ccccc3)nnn2c2ccccc12,3
O=C(CCNS(=O)(=O)c1ccc(F)cc1)N1CCN(c2ncccn2)CC1,11
COCC(=O)N1C[C@@H](C)[C@@H](OC)CN(C)C(=O)c2ccc(NC(=O)Nc3cccc(F)c3)cc2OC[C@@H]1C,-4[25 µM]
Cn1cc(CN2CCN(c3cnccn3)CC2)c(-c2cccc(Cl)c2)n1,0
Cn1c(=O)n(CCc2ccccc2)c(=O)c2c1nc1n2CCCN1c1ccccc1,-3

# Additional entries follow.
SMILES,BL2 CD40 inh
CC(C)(C)c1ccc(O)c(O)c1,6
CS(=O)(=O)N(CC(=O)NCc1ccco1)c1ccc(OCc2ccccc2)cc1,-12
N#Cc1ccc(CSc2ccc(S(=O)(=O)N3CCCCCC3)cn2)cc1,14
Cn1nccc1NS(=O)(=O)c1ccc(F)cc1,-3
CCOc1cc(C(=O)Nc2ccc(C)cc2O)ccc1OCC(=O)N1CCOCC1,-2
Cc1ccc(S(=O)(=O)N(C)CC(=O)NCCCc2ccccc2)cc1,7
O=C(c1ccco1)N1CCN(C(=O)c2ccc(-c3cccc(C(F)(F)F)c3)o2)CC1,-3
COc1ccccc1C(CNC(=O)c1cccc(S(=O)(=O)Nc2ccc(F)cc2)c1)N(C)C (stereo unspecified),7
O=C1CC(NC(=O)c2ccc(Cl)cc2)C(=O)N1 (stereo unspecified),7
CN(C)S(=O)(=O)NCC1CCCN(Cc2cc3ccccc3s2)C1 (stereo unspecified),14
CCOC(=O)N1CCN(Cc2ccc(O)c3ncccc23)CC1,65*
N#C[C@H]1[C@@H](c2ccccc2-c2ccccc2)[C@@H](CO)N1C(=O)NC1CCCC1,?
Cc1ccc(C(=O)N(C)Cc2ccc(N3CCOCC3)cc2)cc1S(=O)(=O)NCc1ccccc1,9
CCOC(=O)c1c(C)n(C)c2ccc(OCC(O)Cn3c(C)nc4ccccc43)cc12 (stereo unspecified),27
CC1CCCN(S(=O)(=O)c2ccc(CN3C(=O)c4cccnc4C3=O)cc2)C1 (stereo unspecified),11
CCN(CC(=O)Nc1ccc(NC(C)=O)cc1)C(=O)c1ccccc1Sc1ccccc1C#N,2
O=c1c2ccccc2nnn1CCO,9
CCOc1ccc(NC(=O)c2cc3c(C)nc4ccccc4c3o2)cc1,11
Cc1cccc(S(=O)(=O)N(C)C[C@@H]2OCc3ccccc3-c3c(n(C)c4ccccc34)C(=O)N([C@@H](C)CO)C[C@H]2C)c1,6
CC(C)NC(=O)c1ccc(CNC(=O)OCC(F)(F)F)cc1,0

# Shown with values ahead of the structure: entries from further up
BL2 CD40 inh | compound
9 | Cc1ccc(C(=O)N(C)Cc2ccc(N3CCOCC3)cc2)cc1S(=O)(=O)NCc1ccccc1
27 | CCOC(=O)c1c(C)n(C)c2ccc(OCC(O)Cn3c(C)nc4ccccc43)cc12 (stereo unspecified)
11 | CC1CCCN(S(=O)(=O)c2ccc(CN3C(=O)c4cccnc4C3=O)cc2)C1 (stereo unspecified)
2 | CCN(CC(=O)Nc1ccc(NC(C)=O)cc1)C(=O)c1ccccc1Sc1ccccc1C#N
9 | O=c1c2ccccc2nnn1CCO
11 | CCOc1ccc(NC(=O)c2cc3c(C)nc4ccccc4c3o2)cc1
6 | Cc1cccc(S(=O)(=O)N(C)C[C@@H]2OCc3ccccc3-c3c(n(C)c4ccccc34)C(=O)N([C@@H](C)CO)C[C@H]2C)c1

# (further entries)
SMILES,BL2 CD40 inh
O=C(CCNC(=O)c1ccc(Cl)cc1)Nc1ccccc1N1CCCC1,8
Cc1cccc(C2Nc3ccccc3C(=O)N2CCc2ccccc2)n1 (stereo unspecified),-21
O=c1nc2scc(-c3ccccc3)n2c2ccccc12,0
CS(=O)(=O)Nc1ccc2c(c1)[C@@H]1C[C@H](CC(=O)NCc3ccncc3)O[C@H](CO)[C@@H]1O2,4[25 µM]
Cc1ccnc2nc(C(=O)OCC(=O)c3c[nH]c4ccccc34)nn12,0
COc1cccc(CN2CC3(CCN(C)CC3)c3c([nH]c4cc(OC)ccc34)[C@H]2CO)c1,1[25 µM]
Cc1cc(C)cc(N(CCC#N)C(=O)COC(=O)Cn2[nH]c(=O)c3ccccc3c2=O)c1,10
CC(=O)NC[C@H]1[C@@H](c2ccc(C3=CCCC3)cc2)[C@@H](CO)N1C(=O)CN(C)C,-5[25 µM]
CCCOC(=O)NC1CCS(=O)(=O)C1 (stereo unspecified),3
CC(C)c1nc2oc3c(N(C)CCO)ncnc3c2c2c1CCC2,-15
Cc1cccc(S(=O)(=O)N2CCCCN3[C@@H](CO)[C@H](c4ccc(-c5ccncc5)cc4)[C@@H]3C2)c1,21[25 µM]
O=C(OCc1ccccc1)C1=NNC2C(=O)N(Cc3ccccc3)C(=O)C12 (stereo unspecified),4
O=C(CNC(=O)c1ccc(Br)o1)NCC1COc2ccccc2O1 (stereo unspecified),15
C/C=C/c1ccc2c(c1)O[C@@H](CN(C)C(=O)Nc1cccc(F)c1)[C@H](C)CN([C@@H](C)CO)S2(=O)=O,-12[25 µM]
CC(=O)N1CCN(C(=O)CSc2ncnc3sc(C)c(C)c23)CC1,-5
Cc1ccc(C(=O)OCC(=O)NCc2ccccc2)cc1S(=O)(=O)N1CCCCC1,3
O=C(NCc1ccc2c(c1)OCO2)c1nc(Cn2cc(Br)cn2)no1,3
CN(Cc1ccccc1)C(=O)c1ccc2c(c1)NC(=O)C(N1CCOCC1)S2 (stereo unspecified),6
O=C(O)CCCCCNS(=O)(=O)c1cccc2nsnc12,4
COc1ccccc1-c1ccc([C@@H]2[C@@H](CO)N3CCCCN(Cc4ccncc4)C[C@H]23)cc1,4[25 µM]
O=C(NCc1ccccc1F)C1CC(=O)N(c2ccc3c(c2)OCCO3)C1 (stereo unspecified),1
CC(C)Cn1c(=O)oc2ccccc21,14
CO[C@H]1CN(C)C(=O)c2cc(NC(=O)c3ccno3)ccc2OC[C@H](C)NC[C@@H]1C,-19
COc1ccc(C(=O)OCC(=O)N2CCc3ccccc32)cc1S(=O)(=O)N1CCOCC1,-16
COc1ccc(NC(=O)CCCNS(=O)(=O)c2cccs2)cc1,0
CSc1nc(N2CCOCC2)c2c(c1C#N)CCCCC2,5
Cc1noc2ncnc(Sc3ccc(Br)cc3)c12,38
CCCNC(=O)N1[C@H](CO)[C@H](c2ccccc2)[C@H]1CNC(C)=O,2
O=C(COC(=O)c1cc[n+]([O-])cc1)Nc1ccc([N+](=O)[O-])cc1C(F)(F)F,-6
COC(=O)N/N=C1\CCCc2c(C)cc(C)cc21,-4
CSc1ccc(CN2CCC(C)(Oc3ccc(-n4ccnc4)cc3)C2)cc1 (stereo unspecified),-1
COc1ccc(-n2c(=O)c3ccccc3n(CC(=O)Nc3ccccc3OC)c2=O)cc1,-24
O=C(OCC(=O)N1CCCCCC1)c1cccs1,-24
CN1C(=O)c2cc(NS(=O)(=O)c3cccc(F)c3)ccc2OC[C@@H]2O[C@@H](CC(=O)N3CCc4ccccc4C3)CC[C@@H]21,21[25 µM]
CCN(CC)S(=O)(=O)c1cc(C(=O)O)c(Cl)cc1Cl,8
O=C(Nc1ccccn1)c1ccc2nc(-c3ccccc3)c(-c3ccccc3)nc2c1,-3
CC1CCCN(CC(O)CN2CCN(CC(O)CN3CCCC(C)C3)C(C)C2)C1 (stereo unspecified),-2
O=C1N(Cc2cccc(Cl)c2)C[C@@H]2C[C@@H](c3cccn3-c3nccs3)N3CCC[C@@]123,24
O=[N+]([O-])c1ccc(O)c2cccnc12,8
O=C(Nc1ccc(S(=O)(=O)N2CCc3ccccc32)cc1)c1ccco1,-6
CCN(CC(=O)Nc1ccc(NC(C)=O)cc1)C(=O)c1cccnc1Sc1ccc(C)c(C)c1,-1
CCn1c(CS(=O)Cc2ccc(Cl)cc2Cl)nnc1SCc1c(Cl)cccc1Cl (stereo unspecified),2
Nc1nonc1C(=O)NCCNS(=O)(=O)c1ccc(F)cc1,19
O=C(O)c1cnc2ccccc2n1,-2
Cc1noc(C)c1S(=O)(=O)N1CCN(c2ccccc2Cl)CC1,6
O=C(Cn1nc(C(=O)O)c2ccccc2c1=O)Nc1cc(C(F)(F)F)ccc1-n1cncn1,22
COc1ccc(/C=C/C(=O)N(C(C)C)C(C)C)cc1Br,-40
Cc1ccc(S(=O)c2ccc([N+](=O)[O-])c3nonc23)cc1 (stereo unspecified),87*
O=c1[nH]c2ccccc2n1CCCN1CCCCC1,14
COc1ccc(CC(=O)NCc2nnc(SCc3ccc(C)cc3)n2C)cc1,22
CCN(CC)C(=O)Cn1c(=O)n(CC(=O)N2CCCCC2)c(=O)c2sccc21,-2
CC(OC(=O)CCCN=C1NS(=O)(=O)c2ccccc21)C(=O)Nc1ccc(F)c(F)c1F (stereo unspecified),1
Cc1oc(-c2ccc3c(c2)OCCO3)cc1C(=O)NC(Cc1ccccc1)C(=O)O (stereo unspecified),-17
CCN(CC)C(=O)c1cc(Cl)ccn1,8
CCC(=O)N/C(N)=N/c1nc2ccccc2o1,-47
Cn1c(CCN2CCCCCC2)nc2cc(NC(=O)Nc3ccccc3)ccc21,-72
O=C(NC1CCCCC1)N1CC(=O)N2[C@H](CO)[C@H](c3ccc(-c4cccnc4)cc3)[C@@H]2C1,3
COc1cccc(C2CC(=O)C3=C(C2)Nc2ccccc2N(C(=O)CCC(=O)O)C3c2ccc(F)cc2)c1 (stereo unspecified),-4
Cn1nc(NC(=O)C(C)(C)C)c2c(F)cccc21,1
CCC(C)C(NS(=O)(=O)c1ccc(C)cc1)C(=O)O (stereo unspecified),-3

# (list continues)
SMILES,BL2 CD40 inh
CN(C(=O)CSc1nnc(-c2ccc3c(c2)OCO3)o1)C1CCS(=O)(=O)C1 (stereo unspecified),9
COc1ccccc1C(=O)Nc1c(C(=O)N2CCN(C)CC2)oc2ccccc12,-10
CC(=O)c1cccc(CN2CCC(CO)(CCCc3ccccc3)CC2)c1,9
O=C(O)Cn1nnc(-c2ccc(OCc3ccccc3)cc2)n1,-14
Cc1onc(-c2c(Cl)cccc2Cl)c1C(=O)NC1C(=O)N2C1SC(C)(C)C2C(=O)O (stereo unspecified),11
O=C(CNc1cccc(S(=O)(=O)N2CCOCC2)c1)Nc1ccccc1F,11
Cc1nn(C)cc1/C=N/NC(=O)C(C)(C)Oc1ccc(Cl)cc1,-4
O=C(NCCO)c1scc2c1OCCO2,12
CCCNC(=O)C[C@@H]1CC[C@H]2[C@@H](COC[C@H](O)CN2Cc2ccncc2)O1,4[25 µM]
CN(C)C(=O)c1cccc(-c2ccccc2[C@@H]2[C@@H](CO)N(C(=O)C3CCC3)[C@H]2C#N)c1,-20[25 µM]
COc1ccc(-n2ncc3c(NCCCn4ccnc4)ncnc32)cc1,-48
C[C@H](CO)N1C[C@H](C)[C@@H](CN(C)S(C)(=O)=O)Oc2cc(-c3ccncc3)ccc2S1(=O)=O,8[25 µM]
CCN(CC(=O)NC1CCS(=O)(=O)C1)S(=O)(=O)c1ccc(Cl)cc1C(F)(F)F (stereo unspecified),1
O=C(NNC(=O)c1cc(S(=O)(=O)N2CCCCC2)ccc1Cl)c1ccccc1O,-9
CN(CCC#N)C(=S)Nc1ccc(S(=O)(=O)N2CCOCC2)cc1,37
CCN(CC)CCCN1C(=O)CSC1c1ccc2c(c1)OCO2 (stereo unspecified),7
CC(C)C(=O)Nc1ccc2c(c1)C(=O)N(C)[C@H]1CC[C@@H](CC(=O)NCCc3ccccc3)O[C@H]1CO2,2[25 µM]
CC(=O)N1CCN(C(=O)CCNS(=O)(=O)c2ccc(Br)cc2)CC1,1
COCC(=O)N1[C@H](C#N)[C@H](c2ccccc2-c2ccccc2)[C@@H]1CO,2[25 µM]
